# Screening results from PubChem.
# PfG6PD inh: PfG6PD (Plasmodium falciparum) enzyme inhibition | inhibition, % at 20 µM | AID 504690 | 0.78% of 350,000 active | PfGluPho enzyme, NADPH resazurin-diaphorase fluorescence;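 active = inhibition reaching at least a set limit at 20 µM in the primary screen, cut at about 59% in these data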;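 also: 0% = DMSO wells with substrate and 100% = DMSO wells lacking glucose-6-phosphate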
# SENP1 inh: inhibitors of human SENP1 SUMO protease catalytic domain | Q9P0U3 | recombinant SENP1 catalytic domain, CyPet-SUMO1-YPet FRET cleavage | inhibition, % at 10 µM | 0.21% of 360,000 active | AID 624204;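 active = inhibition at least 30% at 10 µM, raw YFP signal under a set limit, fluorescence ratio 0.5 to 1.5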;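 also: 0% = enzyme with DMSO and 100% = no enzyme wells; some results filed as inactive read as strong as hits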
# Target sequence (Q9P0U3 419-644 limits assumed): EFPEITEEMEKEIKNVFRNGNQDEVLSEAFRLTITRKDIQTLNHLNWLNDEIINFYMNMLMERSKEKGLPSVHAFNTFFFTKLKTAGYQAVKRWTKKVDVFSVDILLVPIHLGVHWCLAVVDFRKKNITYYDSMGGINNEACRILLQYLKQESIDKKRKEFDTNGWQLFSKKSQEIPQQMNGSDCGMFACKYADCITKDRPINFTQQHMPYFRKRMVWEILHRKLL
#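 Test system: recombinant human SENP1 catalytic domain, His6-tagged / Medium: pH 8 Tris buffer with EDTA, NaCl, BME, BSA, NP40, catalase / Also added: SUMO1 FRET substrate flanked by Cypet and Ypet, 25 nM / Times: 50 min reaction at room temperature / Signal: FRET, CFP and YFP emission / Control set: no-enzyme low control and enzyme-plus-DMSO high control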
# SENP7 block: SENP7 protease inhibition; inhibition, % at 5 µM; 1.5% of 330,000 active; recombinant SENP7, Z-RLRGG-aminoluciferin luminescence, 40 min; AID 434973; Q9BQF6;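 active = inhibition above about 50% at the single test dose, limit read from the data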;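 also: plate controls were DMSO with enzyme for no effect and no enzyme buffer wells for full effect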
# Target sequence (Q9BQF6 706-1050 limits assumed): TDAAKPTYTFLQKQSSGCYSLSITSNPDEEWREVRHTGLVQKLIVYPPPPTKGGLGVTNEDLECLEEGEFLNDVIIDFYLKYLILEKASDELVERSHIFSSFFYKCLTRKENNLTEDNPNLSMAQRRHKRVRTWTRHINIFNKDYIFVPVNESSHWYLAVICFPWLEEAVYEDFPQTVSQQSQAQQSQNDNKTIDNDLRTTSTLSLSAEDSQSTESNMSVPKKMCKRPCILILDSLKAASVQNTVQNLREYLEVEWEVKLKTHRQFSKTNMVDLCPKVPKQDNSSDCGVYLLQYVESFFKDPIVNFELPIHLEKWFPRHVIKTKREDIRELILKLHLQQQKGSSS
# SENP8 block-1: inhibitors of human SENP8 protease. Q96LD8. recombinant SENP8, Nedd8 substrate fluorescence. inhibition, % at 20 µM. 0.64% of 360,000 active. AID 602440; in the data active = inhibition mostly above about 40%, no sharp cut-off; inactive = mostly below about 27%
# Target sequence (Q96LD8 whole entry, looked up): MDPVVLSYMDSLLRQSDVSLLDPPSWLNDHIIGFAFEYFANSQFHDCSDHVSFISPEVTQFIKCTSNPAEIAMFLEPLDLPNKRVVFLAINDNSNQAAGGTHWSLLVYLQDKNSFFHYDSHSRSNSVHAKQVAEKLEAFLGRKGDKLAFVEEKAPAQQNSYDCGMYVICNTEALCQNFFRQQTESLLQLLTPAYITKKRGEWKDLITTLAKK
# SENP6 inh: inhibitors of human SENP6 protease; Q9GZR1; Recombinant SENP6 catalytic domain, aminoluciferin luminescence; inhibition, % at 10 µM; 1.8% of 330,000 active;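 active = inhibition above about 50% at the single tested dose, limit read from the data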;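 also: plate controls were DMSO wells with enzyme for no effect and DMSO wells lacking enzyme for full effect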
# UBC13 polyUb: blocks human UBC13 polyubiquitin chain formation; P61088; TR-FRET; inhibition, % at 20 µM; 0.47% of 330,000 active; AID 485273; in the data active = inhibition above about 45%, passing the limit was not always enough
# Target sequence (P61088 whole entry, looked up): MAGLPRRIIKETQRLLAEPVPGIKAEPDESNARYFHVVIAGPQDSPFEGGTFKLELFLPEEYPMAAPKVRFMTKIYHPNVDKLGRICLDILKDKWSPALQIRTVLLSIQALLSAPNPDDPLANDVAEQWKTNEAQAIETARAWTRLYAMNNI
# MIN6 prolif: induces beta-cell replication in MIN6 cells; MIN6 cells proliferation, ATPlite luminescence, 48 h; cells starved in 0.2% serum; 100% = growth in 10% serum; proliferation, % at 10 µM; 0.29% of 330,000 active; AID 2380;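 active = compounds whose signal lies at least 3.5 SD above the mean of all wells on their plate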;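 also: 0% = DMSO-treated cells in low-serum medium and 100% = 10% serum control; some compounds called inactive have numbers as strong as hits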
# SENP8 block-2: SENP8 protease inhibition; purified SENP8, Z-RLRGG-aminoluciferin cleavage, luminescence; Q96LD8; 1.2% of 330,000 active; inhibition, % at 10 µM; AID 2540; in the data active = inhibition above about 50%
# HKDC1 inh: inhibitors of human hexokinase HKDC1. recombinant HKDC1, G6PDH/diaphorase resazurin coupled fluorescence. inhibition, % at 20 µM. Q2TB90. 0.16% of 340,000 active;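 active = inhibition above about 35% when tested at 20 µM, limit read from the data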;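 also: plate controls were DMSO wells with enzyme for no effect and DMSO wells lacking enzyme for full effect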
#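 Incubation: 90 min at room temperature in dark / Material: recombinant HKDC1 (HK5) hexokinase enzyme, produced in-house / Quantity: enzyme 5 µg/mL final / Compound: one dose of 20 µM, 1% DMSO / Reagent: glucose and ATP substrates / Buffer or medium: Tris pH 8.0 buffer with MgCl2, Tween-20, BSA, BME / Technique: resorufin fluorescence at 613 nm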
# Active calls of the source: *; · = no result given.
SMILES,PfG6PD inh,SENP1 inh,SENP7 block,SENP8 block-1,SENP6 inh,UBC13 polyUb,MIN6 prolif,SENP8 block-2,HKDC1 inh
CN(C(=O)COC(=O)c1nc(Cl)ccc1Cl)C1CCS(=O)(=O)C1 (stereo not drawn),6.0,-0.7,-2.5,5.2,-13.2,3.4,-0.6,5.9,-6.2
CC12CC(c3ccccc3O1)C(/C(N)=N/NC(=O)c1ccc(F)cc1)C(=O)N2 (stereo not drawn),-1.7,2.8,1.5,14.1,3.9,7.1,1.3,-1.9,-9.5
CCN(CC)C(=O)N1CCC(NC(=O)c2ccccc2)CC1,-0.6,3.4,3.0,18.2,-1.0,5.9,-3.5,3.2,2.2
Cc1cc(C)cc(N(CC(=O)NCc2ccco2)S(=O)(=O)c2c(C)noc2C)c1,3.0,1.7,-16.9,-3.2,-0.9,1.9,1.5,-13.6,1.4
NS(=O)(=O)c1ccc(CNC(=O)Cc2ccsc2)cc1,10.6,-1.9,1.4,8.1,-4.0,-2.7,-3.3,-6.6,-5.3
COc1ccc(S(=O)(=O)N2CCOCC2)cc1NC(=O)c1ccc(Cl)cc1,1.2,2.0,-12.0,4.4,-14.3,-2.0,-4.8,-11.7,-6.3
CN(C)c1ccc(C=c2c3ccccc3n3c2c2ccccc2[n+]3C)cc1,88.8*,-123.7,·,-469.7,·,·,·,·,24.9
CC1CCN(S(=O)(=O)c2ccc3c(c2)N(CC(=O)NCCCN(Cc2ccccc2)C(C)C)C(=O)CO3)CC1,-4.0,2.2,-22.6,1.4,-1.5,1.2,-1.7,-7.9,-2.7
CC(=O)Nc1ccc2c(c1)ncn2C1CCCCC1,5.0,-2.9,7.9,13.4,-4.8,-7.4,-1.5,2.7,-0.3
CCOC(=O)C(=CNc1ccc(O)c(C(=O)OC)c1)C(=O)OCC,-9.2,-3.1,0.7,-384.2,-1.1,0.5,-0.9,-0.8,7.7
COc1ccc(Br)cc1C(=O)Nc1cccc(C)c1C,3.0,-2.6,1.6,-15.4,-0.9,12.7,0.0,-1.5,-10.7
COc1cc(C2c3cc4c(cc3OC(NCc3ccccc3)C2C)OCO4)cc(OC)c1OC (stereo not drawn),6.3,1.4,·,8.8,·,·,·,·,-4.7
Cc1ccc(CN2CCN(Cc3ccc(-n4cccn4)cc3)CC2CCO)cc1 (stereo not drawn),-3.6,1.5,8.8,11.8,3.2,2.2,1.7,-0.9,-8.1
COc1ccc(/C=N/NS(=O)(=O)c2ccc(C)cc2)cc1OC(=O)c1ccccc1,-32.4,1.1,2.7,10.1,2.3,-4.5,-2.7,8.7,0.6
CC(C)(C)C(=O)CN1C(=O)NC(c2ccccc2)(c2ccccc2)C1=O,8.1,-0.7,6.9,5.5,-11.9,0.9,-0.5,4.9,-1.2
Cc1ccc(NC(=O)c2ccc3c(=O)n4c(nc3c2)CCCCC4)cc1F,-0.2,-2.0,2.7,-8.9,-11.9,1.6,-1.4,3.8,-0.2
CCC(C)NC(=O)CC(NS(=O)(=O)c1ccc(NC(C)=O)cc1)C(C)C (stereo not drawn),-3.4,-0.8,-0.7,24.6,-4.4,-9.8,-0.8,-2.8,3.6
CCOc1ccc(OCCNC(=O)c2ccc3c(c2)nnn3CC)cc1,-4.8,-3.6,-5.3,0.5,-19.4,8.8,-1.1,3.7,-6.7
CC(=O)c1cccc(N(CC(=O)NCC2CCCO2)C(=O)CCC(=O)Nc2cc(C)on2)c1 (stereo not drawn),-3.9,3.0,-7.4,14.1,-21.7,-2.9,-2.9,-9.6,-1.0
CCn1c(SCC(=O)c2cc(OC)ccc2OC)nnc1-c1ccncc1,8.5,-1.2,-6.0,-9.9,-8.0,2.2,-2.2,-2.6,-3.6

# As entered above:
# In PfG6PD inh, NS(=O)(=O)c1ccc(CNC(=O)Cc2ccsc2)cc1 is entered as 10.6
# In SENP6 inh, Cc1ccc(CN2CCN(Cc3ccc(-n4cccn4)cc3)CC2CCO)cc1 (stereo not drawn) is entered as 3.2
# In SENP1 inh, CC12CC(c3ccccc3O1)C(/C(N)=N/NC(=O)c1ccc(F)cc1)C(=O)N2 (stereo not drawn) is entered as 2.8
# In HKDC1 inh, COc1ccc(Br)cc1C(=O)Nc1cccc(C)c1C is entered as -10.7
# In HKDC1 inh, CC(C)(C)C(=O)CN1C(=O)NC(c2ccccc2)(c2ccccc2)C1=O is entered as -1.2
# In SENP6 inh, COc1ccc(S(=O)(=O)N2CCOCC2)cc1NC(=O)c1ccc(Cl)cc1 is entered as -14.3

# The list continues.
SMILES,PfG6PD inh,SENP1 inh,SENP7 block,SENP8 block-1,SENP6 inh,UBC13 polyUb,MIN6 prolif,SENP8 block-2,HKDC1 inh
COc1cccc2sc(N(CCN(C)C)C(=O)c3ccc(S(=O)(=O)N4CCCC4)cc3)nc12,3.1,1.1,-1.8,12.1,-3.5,-2.9,-4.8,7.6,-4.4
O=C(COC(=O)/C=C/c1ccccc1)NC1CCS(=O)(=O)C1 (stereo not drawn),-9.2,2.7,-3.7,19.9,-18.7,2.5,1.5,-0.7,-6.2
Cc1cc(C)cc(OCC(=O)OCC(=O)N(C)CC(=O)Nc2ccc(F)cc2)c1,18.4,3.2,0.4,13.2,-4.5,-4.2,1.7,-14.4,-1.4
O=C(Nc1cccc(C(F)(F)F)c1)NC1CCCCC1,8.5,-0.2,8.7,13.8,-5.8,0.0,-1.8,-0.4,0.4
COc1ccc(N2CCN(S(=O)(=O)/C=C/c3ccccc3)CC2)cc1,-1.0,0.8,-3.8,3.3,-2.6,-11.1,-1.2,-7.9,-2.3
Cc1oc(-c2ccccc2)nc1Cn1cccc1C1=NC(c2ccccc2)CO1 (stereo not drawn),-5.0,-2.5,5.2,11.4,-1.1,2.1,-3.4,-0.1,-5.4
COc1ccc2[nH]c3c(NCCN(C(C)C)C(C)C)ncnc3c2c1,1.1,-6.5,-6.4,-431.3,-2.3,21.5,-2.6,-9.9,-3.3
Cn1cc(C2OC(=O)c3ccccc32)c2ccccc21 (stereo not drawn),15.3,-0.9,·,5.5,·,·,·,·,-4.2
CCOc1ccc(-c2cccc(NC(=O)c3ccc(Br)o3)c2)nn1,-3.6,-0.6,-7.2,2.6,-10.6,-1.5,0.8,-6.8,0.1
O=C(CSc1ccccc1)Nc1ccc2c(c1)OCO2,6.6,1.4,-7.2,9.5,-5.8,-11.5,0.0,-11.9,-5.6
COc1cc(-c2nc(N)n[nH]2)cc(OC)c1OC,-9.3,-3.6,-6.4,24.1,14.5,13.0,1.8,-1.9,-1.8
COc1ccc(CCNc2ccc(C(CC(N)=O)NC(=O)c3ccc(Br)cc3)cc2[N+](=O)[O-])cc1 (stereo not drawn),2.4,14.8,7.9,28.0,-2.3,-39.0,-4.6,-1.9,-5.3
Cc1nn(Cc2ccccc2)c(C)c1NS(=O)(=O)c1ccccc1,4.2,3.3,4.4,1.1,1.1,2.7,-5.5,-0.6,-2.8
CC1(C)CC2(CC(c3ccccc3)Oc3cc(O)ccc32)NC(=O)N1 (stereo not drawn),·,·,-1.9,·,5.3,4.8,-3.0,3.0,·
CC(C)CCn1nnnc1CN1CCN(C(=O)c2ccco2)CC1,-13.4,-0.5,-5.1,9.7,-24.8,-8.3,-1.6,-6.3,-5.2
O=C(CN1C(=O)C2C3C=CC(C4CC34)C2C1=O)NCc1ccco1 (stereo not drawn),-24.6,-1.8,1.5,-1.5,-9.8,5.3,-2.5,-3.9,4.9
O=C(CCN1CCOCC1)N/N=C/c1cc([N+](=O)[O-])ccc1OC(F)F,22.1,-0.3,0.3,2.5,5.0,3.7,-4.1,0.3,10.8
COc1ccc([N+](=O)[O-])cc1NC(=O)c1ccc(N(Cc2ccccc2Cl)S(C)(=O)=O)cc1,-10.1,1.1,0.9,22.7,-3.4,-0.6,0.0,1.7,-9.9
CC(C)(C)c1ccc(/C=N/Nc2cccc(C(=O)O)c2)cc1,-1.6,-0.1,-2.7,-18.1,10.4,-19.7,-5.4,26.9,-4.2
O=[N+]([O-])C(=C1Nc2ccccc2N1)/C(Cl)=C(/Cl)Br,-9.1,-16.5,-1.9,-13.5,5.3,-6.0,-6.1,-9.6,-0.8

# Profiles, quoted from the list:
# O=C(CN1C(=O)C2C3C=CC(C4CC34)C2C1=O)NCc1ccco1 (stereo not drawn) in the list: PfG6PD inh = -24.6; SENP1 inh = -1.8; SENP7 block = 1.5; SENP8 block-1 = -1.5; SENP6 inh = -9.8; UBC13 polyUb = 5.3; MIN6 prolif = -2.5; SENP8 block-2 = -3.9; HKDC1 inh = 4.9
# Cc1nn(Cc2ccccc2)c(C)c1NS(=O)(=O)c1ccccc1 in the list: PfG6PD inh = 4.2; SENP1 inh = 3.3; SENP7 block = 4.4; SENP8 block-1 = 1.1; SENP6 inh = 1.1; UBC13 polyUb = 2.7; MIN6 prolif = -5.5; SENP8 block-2 = -0.6; HKDC1 inh = -2.8

# The listing picks up with the 2 entries that preceded the break.
SMILES,PfG6PD inh,SENP1 inh,SENP7 block,SENP8 block-1,SENP6 inh,UBC13 polyUb,MIN6 prolif,SENP8 block-2,HKDC1 inh
CC(C)(C)c1ccc(/C=N/Nc2cccc(C(=O)O)c2)cc1,-1.6,-0.1,-2.7,-18.1,10.4,-19.7,-5.4,26.9,-4.2
O=[N+]([O-])C(=C1Nc2ccccc2N1)/C(Cl)=C(/Cl)Br,-9.1,-16.5,-1.9,-13.5,5.3,-6.0,-6.1,-9.6,-0.8
CCCN(CCC)CCCNC(=O)Cn1cnc2sc(C)c(S(=O)(=O)N3CCCCC3)c2c1=O,1.6,0.1,-2.7,5.6,-17.6,1.6,0.0,2.5,-4.2
CCC(=O)Nc1cccc(C(=O)Nc2nccs2)c1,-4.5,0.7,-14.5,-1.5,-18.2,17.6,1.1,-9.7,-1.8
O=C(COc1ccc(Br)cc1Br)NN1C(=O)c2ccccc2C1=O,-14.6,2.0,3.4,9.9,-28.9,6.3,0.5,2.6,4.9
COc1ccc(C(CC(=O)Nc2ncccc2C)N2Cc3ccccc3C2=O)cc1 (stereo not drawn),-0.9,0.4,4.1,9.6,15.1,4.0,1.5,6.7,-2.8
Cc1cc(S(=O)(=O)Nc2cccc(Cl)c2)c(C)s1,-5.6,2.5,-2.3,6.6,2.8,5.7,-1.9,10.9,-4.4
CN(C)S(=O)(=O)c1cccc(NC(=O)COC(=O)/C=C/c2ccc([N+](=O)[O-])cc2)c1,12.2,5.7,0.5,17.1,3.1,14.9,-3.5,-2.1,0.1
